# Assay outcomes: PubChem, MTDP
# RNase H inhibition – RNase H inhibition, HIV 1 Gag Pol polyprotein, FRET biochemical assay, screening (AID 372); one-dose inhibition, % at 10 µM; IC50 in µM for titrated hits; hit rate 0.77% among 100,000; HIV-1 RT RNase H, FRET RNA/DNA substrate fluorescence; higher % means a stronger effect; in the data active = inhibition above about 50%
# Active calls of the source: *; & = joins results of further samples.
SMILES,RNase H inhibition
COc1ccc(Nc2nc(N3CCCCC3)nc(N3CCCCC3)n2)c(OC)c1,7%
Cc1ccc(CNC(=O)c2ccc(N(C)S(=O)(=O)c3ccccc3)cc2)cc1,0%
COc1cc(/C=N\NC(=O)c2ccc(Br)cc2)ccc1OCc1ccccc1,18%
COc1cccc(/C=N/NC(=O)c2cccc3ccccc23)c1,21%
CN(CCc1ccccn1)c1ccc([N+](=O)[O-])cn1,3%
CC(O)C(=O)NS(=O)(=O)c1ccc(C(C)C)cc1 (stereo not given),6%
CCOC(=O)C1=C(C)NC(=S)NC1c1c(OC)ccc2ccc(OC)cc12 (stereo not given),26%
COc1cccc(OC)c1OCCCCOc1cc(Cl)ccc1Cl,23%
COc1ccc(C2NC(=O)NC(C)=C2C(=O)Nc2ccc(Cl)cc2)cc1 (stereo not given),5%
COc1cc(/C=C2/C(=O)NN(c3ccc(F)c(Cl)c3)C2=O)ccc1OC(C)=O,11%
COC(=O)CNC(c1ccccc1)c1cc(Br)ccc1NC(=O)OCc1ccccc1 (stereo not given),1%
COc1ccc(C(=O)NNC2=Nc3cccc4cccc2c34)cc1,16%
COc1ccc(-c2csc(C)n2)cc1[N+](=O)[O-],5%
CC(CN1CCCCC1)C(=O)c1ccccc1 (stereo not given),1%
C/C(=N/N)c1ccc(-c2ccccc2)cc1,18%
O=C(NCc1ccccc1)c1ccc(C(=O)N(C2CCCCC2)C2CCCCC2)cc1,7%
O=C(Nc1ccccc1)C1C2/C=C\CCCCC21 (stereo not given),7%
CCN1CCC(=NNS(=O)(=O)c2ccc(Cl)cc2)CC1,4%
O=C(Nc1cc(C(F)(F)F)ccc1Cl)C1CC(=O)N(c2ccc(F)cc2)C1 (stereo not given),0%
CCCCOc1ccc(-c2nc(N)n[nH]2)cc1,4%&0%

# Random excerpt: six compounds from above
SMILES,RNase H inhibition
CC(CN1CCCCC1)C(=O)c1ccccc1 (stereo not given),1%
CCCCOc1ccc(-c2nc(N)n[nH]2)cc1,4%&0%
O=C(Nc1cc(C(F)(F)F)ccc1Cl)C1CC(=O)N(c2ccc(F)cc2)C1 (stereo not given),0%
C/C(=N/N)c1ccc(-c2ccccc2)cc1,18%
COC(=O)CNC(c1ccccc1)c1cc(Br)ccc1NC(=O)OCc1ccccc1 (stereo not given),1%
CCN1CCC(=NNS(=O)(=O)c2ccc(Cl)cc2)CC1,4%

# Later entries:
SMILES,RNase H inhibition
COc1ccc(Cl)cc1NC(=O)/C=C/c1ccc([N+](=O)[O-])cc1,14%
Fc1ccc(/C=C/C2=NN(c3ccc(F)cc3)C(c3ccc(F)cc3)C2)cc1 (stereo not given),16%
Cc1cccc(NC(=O)/C(C#N)=C\c2cn(Cc3ccc(F)cc3)c3ccccc23)c1,9%
COc1cc(/C=N/NC(=O)c2cnccn2)ccc1O,9%
COc1ccc(CN2CCN(Cc3ccc4c(c3)OCO4)CC2)cc1Br,11%
C=CCOC(=O)C1=C(C)N(C)C(=O)NC1c1cc2c(cc1Br)OCO2 (stereo not given),15%
O=C(NC12CC3CC(CC(C3)C1)C2)C1CC(=O)N(c2ccccc2)C1 (stereo not given),7%
COc1ccc(CN2CCN(Cc3ccccc3C)CC2)c(OC)c1,5%
O=c1oc(-c2ccc(Br)cc2)nc2cc(Cl)ccc12,7%
CCn1cc(/C=C2\C(=O)NC(=O)N(c3ccc(C)c(C)c3)C2=O)c2ccccc21,11%
CC(C)=N/N=C1\NC(=O)C(Cc2ccccc2)S1 (stereo not given),0%
O=[N+]([O-])c1cccc(CN2CCN(S(=O)(=O)c3ccc(Cl)cc3)CC2)c1,3%
CSC1=N/C(=C\c2ccc(F)cc2)C(=O)S1,27%
O=C(Nc1ccccc1C(=O)NCCCn1ccnc1)c1ccccc1,3%
Cc1ccc(NC(=O)CCCOc2ccccc2)cc1,11%
Cc1cc(C)c(NC(=S)NC(=O)c2ccccc2C)c(C)c1,8%
Cc1cccc(NC(=O)c2ccc(NC(=O)COc3ccc(Cl)cc3Cl)cc2)c1,9%
COc1ccc2c(c1)OCC/C2=N/OC(=O)c1cccc(F)c1,11%
O=c1oc2cc(OCc3ccc(Br)cc3)ccc2c2c1CCCC2,12%
O=C(NC(=S)Nc1cccc(C(F)(F)F)c1)c1ccc(-c2ccc(Cl)cc2)o1,10%
CC(=O)Nc1ccc(C(C)(C)c2ccc(NC(C)=O)cc2)cc1,6%
CC(C)(C)c1cnc(NC(=O)c2ccccc2O)s1,15%
CNc1c(Cl)c(Cl)c(Cl)c2c1C(=O)c1ccccc1C2=O,11%
O=C(NC(=S)Nc1ccc(Br)cn1)c1cc2ccccc2o1,30%
O=C1C(=O)N(c2cccnc2)C(c2ccc(Br)cc2)/C1=C(\O)c1ccc(Cl)cc1 (stereo not given),0%
CCOC(=O)C1Cn2c(nc3c(c2=O)C2(CCCC2)Cc2ccccc2-3)S1 (stereo not given),21%
Cc1nnc(SCc2ccccc2)[nH]c1=O,0%
Cc1ccccc1/C=N/Nc1ccc([N+](=O)[O-])cc1,12%
COc1cc(NC(=O)c2cccs2)c(OC)cc1Cl,13%
CC1CCOP(=O)(C(Nc2ccc(Br)cc2)c2ccc(Br)cc2)O1 (stereo not given),12%
CCOc1cccc(NC(=O)/C(C#N)=C\c2ccc(N3CCCCC3)o2)c1,23%
CCOC(=O)c1c(NC(=O)c2cc(OC)c(OC)c(OC)c2)sc(C(=O)Nc2ccc(OC)cc2OC)c1C,15%
COc1ccc(C2=NC(=Cc3ccc(Br)cc3)C(=O)O2)cc1,7%
COc1ccc2c(c1)CCC/C2=N/NC(=O)c1ccoc1C,13%
CC1=C(C(N)=O)C(c2ccccc2)NC(=S)N1 (stereo not given),1%
Cc1cccn2c(=O)c(/C=C3\SC(=S)N(CC4CCCO4)C3=O)c(NCCc3ccccc3)nc12 (stereo not given),19%
O=C(/C=C/c1ccccc1)Nc1ccc2oc(-c3c(F)c(F)c(F)c(F)c3F)nc2c1,10%
CCOC(=O)c1ccccc1NC(=O)/C=C/c1ccccc1,7%
O=C(/C=C/c1ccc(OC2CSC2)cc1)c1ccc(Cl)cc1,12%
CC1(C)CC(=O)c2sc(NC(=O)CN3CCCCC3)nc2C1,4%
NC1=NC(=O)C(CC(=O)Nc2ccccc2C(F)(F)F)S1 (stereo not given),0%
Cn1c(-c2ccccc2Br)n[nH]c1=S,2%
O=[N+]([O-])c1ccc(C2Oc3ccccc3C3CC(c4ccccc4)=NN32)s1 (stereo not given),15%
COc1ccc(CC(=O)Nc2ccc(-c3nc4ccccc4[nH]3)cc2)cc1OC,15%
CCOC(=O)c1ccccc1-c1ccc(/C=C2\C(=O)NC(=O)N(c3cccc(C)c3)C2=O)o1,11%
CN1CCO/C1=C(C#N)\C=C1\Nc2ccccc2C1=O,10%
CCN(CC)Cc1oc(-c2ccccc2)cc1C(=O)O,8%
Cc1ccc(-c2nc3ccccc3s2)cc1NC(=O)c1cccc(I)c1,9%
Nc1nonc1N/N=C/c1ccc2nsnc2c1,7%
CN1CCc2c(sc3c2C(=O)NC(/C=C\c2ccc([N+](=O)[O-])cc2)N3)C1 (stereo not given),25%

# A second format for some results above.
SMILES | RNase H inhibition
CN1CCc2c(sc3c2C(=O)NC(/C=C\c2ccc([N+](=O)[O-])cc2)N3)C1 (stereo not given) | 25%
CN1CCO/C1=C(C#N)\C=C1\Nc2ccccc2C1=O | 10%

# Additional entries
SMILES,RNase H inhibition
Cc1cc(C)cc(OCCOc2ccc(/C=C3\SC(N)=NC3=O)cc2)c1,21%
C=CCOC(=O)C1=C(C)NC2=C(C(=O)CCC2)C1c1cc(OC)c(OC)c(OC)c1 (stereo not given),0%
COc1ccc(C(c2c(O)cc(C)oc2=O)c2c(O)cc(C)oc2=O)cc1,0%
COc1ccc(NC(=O)/C(C#N)=C\c2cc(Cl)c(OCC(=O)O)c(OC)c2)cc1,15%
CCOC(=O)c1c(NC(=O)/C=C/C(=O)O)sc2c1CCC(C(C)(C)C)C2 (stereo not given),12%
O=C1C(=O)N(c2ccc(Br)cn2)C(c2ccccc2F)/C1=C(/O)c1ccccc1 (stereo not given),0%
CCOC(=O)C1=C(C)N=c2s/c(=C\c3ccc(I)cc3)c(=O)n2C1c1ccc(SC)cc1 (stereo not given),18%
Cc1cccc(NC(=O)/C(C#N)=C/c2cc(C)n(-c3ccc(Cl)cc3)c2C)c1,1%
O=C(COc1ccccc1Cl)N/N=C/c1ccc(I)o1,6%
Cc1ccc(C)c(S(=O)(=O)N2CCN(C)CC2)c1,5%
Cc1ccc(CNC(=O)CN(c2cccc(Br)c2)S(C)(=O)=O)cc1,15%
CCCC(C)C(=O)Nc1cccc(C)c1C (stereo not given),10%
Oc1ccccc1/C=N/Nc1nncc2ccccc12,4%
O=C(O)/C=C\C(=O)N/N=C/c1ccccc1,4%
Cc1ccccc1C1Nc2ccc3ccccc3c2C2=C1C(=O)CCC2 (stereo not given),23%
CN(C)c1ccc(/C=C2/SC(=S)N(Cc3ccccc3)C2=O)cc1,10%
COc1ccc(CC(=O)N/N=C(\C)c2ccc(C)o2)cc1,8%
Cn1c(=O)c(N)c2c3c(cccc31)C(=O)c1ccccc1-2,0%
COC(=O)c1ccc(/C=C2\C(=O)NC(=O)N(c3ccc(Br)cc3)C2=O)cc1,12%
O=C1Nc2ccc(Br)cc2/C1=N\N1C(=O)c2ccccc2C1=O,0%
COc1cccc(/C=C2\SC(N)=NC2=O)c1OC,5%
Cc1ccc([N+](=O)[O-])cc1N[C@@H]1OC[C@@H](O)[C@H](O)[C@H]1O,0%
O=C(Oc1cccc(-c2cnc3ccccc3n2)c1)c1cccc(S(=O)(=O)N2CCOCC2)c1,9%
COc1cc(NC(=O)c2ccccc2Cl)ccc1NC(=O)c1ccco1,8%
COc1ccc(C(=O)Oc2ccc(Br)cc2)cc1OC,2%
S=C1NC(=S)/C(=C\c2ccc(-c3ccc(Br)cc3)o2)S1,35%
C=CCN1C(=O)/C(=C/c2cc(C)n(-c3ccc([N+](=O)[O-])cc3C)c2C)SC1=S,34%
CN1CCN(S(=O)(=O)c2cc(Cl)ccc2Cl)CC1,15%
Fc1ccc(-c2ncnn2-c2ccc(Cl)cc2)cc1,2%
CCn1c2c(c3cc(Br)ccc31)CCCC2O (stereo not given),0%
CCCCCCc1cc2cc(C#N)c(=O)oc2cc1O,0%
CCCn1c(=O)c(F)cn(Cc2ccc(OC)c([N+](=O)[O-])c2)c1=O,2%
CCOC(=O)COc1ccccc1C(C)=O,3%
CC1CC(Nc2ccccc2)c2ccccc2N1C(=O)c1cccc(Br)c1 (stereo not given),17%
COc1ccc(OCC(=O)Nc2cccc(C(C)=O)c2)cc1,7%
CCOc1ccc(NC(=O)c2ccco2)c([N+](=O)[O-])c1,4%
O=C(CC(c1ccccc1)c1ccccc1)Nc1cccnc1,13%
COC(=O)C1=C(C)NC2=C(C(=O)CC(C)(C)C2)C1c1cccc(OC)c1 (stereo not given),0%
CCOc1ccc2ccc(OCC)c(/C=C3/C(=O)NC(=O)N(Cc4ccco4)C3=O)c2c1,26%
Cc1ccc(N(CC(O)CN2CCOCC2)S(=O)(=O)c2ccc3ccccc3c2)cc1 (stereo not given),7%
CCOc1ccc2c(=O)c(-c3nc4ccccc4s3)coc2c1,0%
CCOc1cc(OCC)cc(C(=O)Nc2ccc(Br)cc2)c1,10%
CCOC(=O)COc1ccc(/C=N/NC(=O)COc2ccccc2OC)cc1OC,14%
CC1=NN(c2ccccc2)C(=O)/C1=C\c1ccc(-c2ccc3c(c2)C(=O)NC3=O)o1,22%
CCc1ccc(NC(=S)NC(=O)c2ccccc2I)cc1,13%
CCOC(=O)C1=C(C)N=c2s/c(=C\c3ccc4ccccc4n3)c(=O)n2C1c1ccccc1 (stereo not given),10%
COc1ccc(S(=O)(=O)Nc2nc3ccccc3s2)cc1[N+](=O)[O-],5%
COc1ccc2c(c1)OCC/C2=N/OC(=O)c1ccc(Cl)cc1,6%
COc1cccc2cc(-c3cn4ccccc4n3)c(=O)oc12,0%
COc1ccc(N(CC(=O)NCCSc2ccc(C)cc2)S(C)(=O)=O)cc1,11%

# Filtered by structure, the compounds so far with a thiophene ring, fused or not
SMILES,RNase H inhibition
COc1cc(NC(=O)c2cccs2)c(OC)cc1Cl,13%
CCOC(=O)c1c(NC(=O)c2cc(OC)c(OC)c(OC)c2)sc(C(=O)Nc2ccc(OC)cc2OC)c1C,15%
O=[N+]([O-])c1ccc(C2Oc3ccccc3C3CC(c4ccccc4)=NN32)s1 (stereo not given),15%
CN1CCc2c(sc3c2C(=O)NC(/C=C\c2ccc([N+](=O)[O-])cc2)N3)C1 (stereo not given),25%
CCOC(=O)c1c(NC(=O)/C=C/C(=O)O)sc2c1CCC(C(C)(C)C)C2 (stereo not given),12%

# Other records
SMILES,RNase H inhibition
CN(C)c1ccc(C(O)Cc2nc3ccccc3n2C)cc1 (stereo not given),11%
O=C(CCCOc1ccccc1)Nc1ccccc1C(F)(F)F,3%
O=C(O)c1ccc(Br)c(S(=O)(=O)Nc2ccc(NC(=O)c3ccccc3)cc2)c1,1%
O=C(COc1ccc(Cl)cc1)Nc1ccc2c(c1)OCO2,3%
CCOc1cc(C2C(C(=O)OCc3ccc(OC)cc3)=C(C)NC3=C2C(=O)CC(C)(C)C3)ccc1O (stereo not given),2%
Cn1c(=O)c(C(=O)Nc2cccc(C(F)(F)F)c2)c(O)c2ccccc21,3%
Oc1ccccc1/C=N/N1CCN(C(c2ccccc2)c2ccccc2)CC1,0%
Cc1oc(C(=O)O)cc1COc1ccc(-c2ccccc2)cc1,5%

# In the list so far, these have a CF3 group.
SMILES,RNase H inhibition
O=C(Nc1cc(C(F)(F)F)ccc1Cl)C1CC(=O)N(c2ccc(F)cc2)C1 (stereo not given),0%
O=C(NC(=S)Nc1cccc(C(F)(F)F)c1)c1ccc(-c2ccc(Cl)cc2)o1,10%
NC1=NC(=O)C(CC(=O)Nc2ccccc2C(F)(F)F)S1 (stereo not given),0%
O=C(CCCOc1ccccc1)Nc1ccccc1C(F)(F)F,3%
Cn1c(=O)c(C(=O)Nc2cccc(C(F)(F)F)c2)c(O)c2ccccc21,3%

# Not all compounds are listed. The share of hits here may be higher or lower than overall.
